# M. tuberculosis HTS: M. tuberculosis growth inhibition, HTS (AID 449762) | 330,000 compounds, 0.59% hits | M. tuberculosis H37Rv growth inhibition, 7H9 media; higher % means a stronger effect | inhibition, % at 25 µM; hits with a dose series show IC50 in µM; in the data active = a potency from the dose series; inconclusive = inhibition above about 70% without an active follow-up result;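 note: bacterial growth assessed after seven days of incubation; strong numbers were not always called active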
# VEEV TC-83 Vero: inhibitors of VEEV TC-83 cytopathic effect, confirmation, Vero cells (AID 588727); Vero cells, VEEV TC-83 cytopathic effect inhibition; higher % means a stronger effect; inhibition, % at 20 µM; hits with a dose series show IC50 in µM; 350,000 compounds, 0.13% hits; in the data active = a potency from the dose series; inconclusive = inhibition mostly from about 14% at the one dose, without a potency; inactive = the rest, 99 in 100 with inhibition below about 12%; note: strong numbers were not always called active
# PhoP GFP inhibition: PhoP regulon inhibitors, Salmonella typhi PhoP promoter GFP reporter, confirmatory (AID 1850) | 310,000 compounds, 0.33% hits | inhibition, % at 50 µM, or IC50 in µM where a hit was titrated | Salmonella Typhi PhoP-promoter GFP reporter, fluorescence, 4 h; higher % means a stronger effect; in the data active = a potency from the dose series; inconclusive = inhibition mostly from about 25% at the one dose, without a potency; inactive = the rest, 99 in 100 with inhibition below about 19%;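 note: 0% = induced wells with vehicle and 100% = uninduced wells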
# M. tuberculosis: growth inhibition of non-replicating M. tuberculosis (AID 488890); Mycobacterium tuberculosis non-replicating, growth inhibition; higher % means a stronger effect; inhibition, % at 25 µM, or IC50 in µM where a hit was titrated; 320,000 compounds, 0.39% hits; in the data active = a potency from the dose series; inconclusive = inhibition mostly from about 82% at the one dose, without a potency; inactive = the rest, 99 in 100 with inhibition below about 76%;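 note: plate controls were DMSO cells for no effect and high antibiotic wells for full effect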
# influenza NS1A: NS1A inhibition, H1N1 influenza, cell based functional assay (AID 504329); one-dose inhibition, % at 12.5 µM; IC50 in µM for titrated hits; 340,000 compounds, 0.3% hits; NS1A functional cell-based assay, percent inhibition; higher % means a stronger effect; in the data active = a potency from the dose series; inconclusive = inhibition above about 27% without an active follow-up result; note: strong numbers were not always called active
# VEEV TC-83 Vero 10K pilot screen: recorded beside VEEV TC-83 Vero, whose call it bears; inhibition, %; measured here: 10K pilot screen inhibition
# * = called active by the depositor; i = inactive; u = inconclusive; x = not tested or not shown.
SMILES,M. tuberculosis HTS,VEEV TC-83 Vero,PhoP GFP inhibition,M. tuberculosis,influenza NS1A,others
COc1ccc(C(=O)Nc2ccc(C(=O)Nc3cccnc3)cc2)cc1,2%,0.7%,-4%,12%,20%,
COc1cccc(CN(C)C(=O)c2ccc3nccnc3c2)c1,-2%,7.8%,7%,7%,4%,
O=C(NCc1ccncc1)C1CCN(S(=O)(=O)c2ccccc2)CC1,-1%,1.2%,6%,-12%,2%,
Cc1sc(NC(=O)CN2CCOCC2)nc1-c1ccc2c(c1)CCN2S(=O)(=O)c1ccccc1,u,0.1%,1%,39%,3%,
COc1cnc(-c2ccccn2)nc1N(C)C,u,8.6%,9%,u,1.9µM*,
C=CC(=O)Nc1ccc(CN2C(=O)N(c3c(Cl)c(OC)cc(OC)c3Cl)Cc3cnc(NCCCCN(CC)CC)nc32)cc1,u,2.6%,x,u,23%,
O=C(Nc1nnc(-c2ccc3c(c2)CCCC3)o1)c1ccccc1Cl,u,2.6%,-9%,x,-8%,
CCc1nc2ccccc2n1CC1CC1(Cl)Cl (centres undefined),4%,0.4%,4%,-3%,-5%,
COC(=O)C1CCCCN1C(=O)CCc1nnc(CCc2c[nH]c3ccccc23)o1 (centres undefined),0%,i,-6%,-3%,2%,
CN(C)c1cccc(C(=O)NNC(=O)CN2C(=O)C3CC=CCC3C2=O)c1 (centres undefined),-3%,1.8%,x,3%,6%,
Cc1ccc(C)c(N2CN(Cc3cccnc3)CNC2=S)c1,1%,i,0%,2%,-2%,
Cc1cccc(C(=O)NCC2CCCO2)c1 (centres undefined),-4%,i,-2%,34%,0%,
Cc1ccc(OCC(=O)N2c3ccccc3NC(=O)C2(C)C)c([N+](=O)[O-])n1,-6%,1.0%,2%,2%,-1%,
COc1ccc(C(=O)Nc2nc(-c3ccc([N+](=O)[O-])cc3)c(-c3ccc(OC)cc3)s2)cc1,4%,0.2%,-9%,-15%,-6%,
CCOC(=O)c1sc(/N=C/c2ccc(O)cc2O)cc1C,23%,0.1%,u,-22%,3%,
CC(C)(C)C(=O)Cn1c[n+](N)cn1,-2%,0.8%,9%,-2%,-4%,
CC(C)n1cc(/C=C/c2cc[n+](C)cc2)c2ccccc21,x,i,x,x,-14%,
Cc1[nH]nc2c1C(c1ccc3c(c1)OCO3)C(C#N)=C(N)O2 (centres undefined),2%,1.0%,4%,-2%,1%,
O=C(NNC(=O)c1cc(-c2ccco2)nc2ccccc12)c1ccccc1,10%,9.0%,-42%,8%,5%,
O=C(/C=C/c1ccc(F)cc1)N1CCN(S(=O)(=O)/C=C/c2ccccc2)CC1,3%,i,2%,0%,-2%,
c1ccc(-n2nnc(-c3cccnc3)n2)cc1,8%,1.4%,7%,-3%,-12%,
Cc1ccc2nc3c(cc2c1)c(C)nn3-c1ccccc1,-5%,i,-10%,2%,12%,
CC(=O)c1cccc(NC(=O)N2CCC(NC(=O)C34CC5CC(CC(C5)C3)C4)CC2)c1,6%,0.5%,10%,22%,-4%,
CC(O)CNc1nc2ccccc2n1CC(=O)NCCc1ccc(Cl)cc1 (centres undefined),50%,i,-2%,10%,-1%,
O=C(N/N=C/c1c(O)n(C2CC2)c(=S)[nH]c1=O)c1ccccc1O,0%,i,-2%,8%,16µM*,
# The list goes on.
SMILES,M. tuberculosis HTS,VEEV TC-83 Vero,PhoP GFP inhibition,M. tuberculosis,influenza NS1A,others
Cc1ccc(C)c(NC(=S)NCCCN2CCOCC2)c1,2%,0.7%,-25%,3%,-1%,
Cc1ccc(S(=O)(=O)N(C)CC(=O)O/N=C(\N)c2ccccn2)cc1,12%,0.4%,-28%,-2%,-19%,
O=C(OCc1nnc(-c2cccs2)o1)C1=NN(c2ccccc2)C(=O)CC1,-5%,1.4%,x,2%,-7%,
O=C(/C=C/c1ccco1)NC(=S)Nc1ccccc1O,u,2.1%,10%,u,x,
O=C(CN(C(=O)c1csnn1)c1ccccc1Cl)NCCc1ccccc1,3%,1.0%,3%,-6%,-7%,
O=C(O)CCCC(=O)N1N=C(c2ccco2)CC1c1ccco1 (centres undefined),4%,0.9%,0%,-11%,5%,
C=CCn1c(CNC(=O)c2ccccc2F)nnc1SCC(=O)NC(C)c1ccccc1 (centres undefined),5%,0.7%,1%,-3%,-13%,
Cc1ccc(S(=O)(=O)N2CCC(C(=O)Nc3ccc4c(c3)COC4=O)CC2)cc1,-5%,0.4%,1%,15%,-9%,
O=c1c2c(nc3n1CCCCC3)-c1ccccc1CC21CCCCC1,10%,i,-8%,-5%,0%,
NC(=O)NC(=O)CN1c2cccc3cccc(c23)S1(=O)=O,9%,1.1%,-40%,-5%,-3%,
ClC(CCN1CCN(Cc2ccccc2)CC1)c1ccccc1 (centres undefined),-6%,0.2%,5%,1%,0%,
CS(=O)(=O)CCC(C(=O)OCc1ccc(Br)cc1)N1C(=O)c2ccccc2C1=O (centres undefined),5%,0.4%,3%,29%,1%,
CCOc1ccccc1NC(=O)N1CCC(c2nc3ccccc3[nH]2)CC1,x,1.6%,2%,x,7%,
Cc1onc(C(=O)Nc2ccc(OC(F)(F)F)cc2)c1[N+](=O)[O-],-2%,0.9%,4%,18%,4%,
COc1cc(CN2CC(C)CC(C)C2)cc([N+](=O)[O-])c1O (centres undefined),2%,i,-1%,14%,-2%,
CN1CCN(S(=O)(=O)c2ccc(C#N)cc2)C(c2ccccc2)C1 (centres undefined),2%,0.8%,x,-14%,-5%,
COc1ccc(/C=C2\CN(Cc3ccccc3)C/C(=C\c3ccc(OC)cc3OC)C2=O)c(OC)c1,2%,6.2%,-3%,14%,-6%,
Cc1nn2c(-c3ccc(Cl)cc3Cl)nnc2s1,-5%,1.4%,-4%,-5%,-3%,
COc1cccc(CC2(CO)CCN(Cc3ccc(NC(C)=O)cc3)CC2)c1,-12%,1.2%,-12%,1%,-13%,
O=C(Cn1cc(/C=N/NC(=O)c2cccc3ccccc23)c2ccccc21)Nc1ccc(F)cc1,1%,5.8%,8%,-6%,-1%,
O=C(c1nnsc1S(=O)c1ccc(Cl)cc1)N1CCOCC1 (centres undefined),x,i,x,x,-7%,
Cc1cc(C)nc(SCC(=O)NN=Cc2ccc(C)o2)n1,-4%,1.0%,x,-6%,4%,
CN(C)c1nn(C(=O)Nc2ccc(Cl)cc2Cl)cc1-c1ccccc1,-1%,i,-9%,5%,-6%,
COc1ccc(Cl)cc1NC(=O)CN1CCc2ccccc21,2%,0.6%,-6%,1%,6%,
Cc1nc(SCc2ccccc2)[nH]c(=O)c1CC(=O)OCC(C)C,1%,0.7%,-15%,0%,-14%,
# The list continues.
SMILES,M. tuberculosis HTS,VEEV TC-83 Vero,PhoP GFP inhibition,M. tuberculosis,influenza NS1A,others
Cc1ccc(NC(=O)CNc2cccc(S(=O)(=O)N3CCOCC3)c2)cc1F,1%,9.7%,2%,-2%,-10%,
CC(Cc1ccccc1)C(=O)N(C)Cc1cccnc1 (centres undefined),-3%,i,-15%,4%,0%,
c1cncc(-c2nc(N3CCOCC3)c3ccccc3n2)c1,8%,1.8%,3%,6%,0%,
Cc1cccc(NC(=O)CSc2nc(C)nc3c2c(=O)n(C)c(=O)n3C)c1,x,0.9%,x,x,-2%,
O=C(c1cccs1)N1CCCC(c2nc(-c3ccc(F)cc3)no2)C1 (centres undefined),-8%,i,3%,7%,-3%,VEEV TC-83 Vero 10K pilot screen=0.4
COC(=O)c1ccccc1NC(=O)c1ccc(COc2ccccc2)o1,16%,2.0%,4%,45%,5%,
CCOC(=O)c1nnsc1NC(=O)Nc1ccc(OC)cc1,0%,0.7%,-6%,-1%,-9%,
CS(=O)(=O)N1CCCC(C(=O)NCc2ccccc2Cl)C1 (centres undefined),-12%,i,1%,-3%,-17%,
COc1cccc(/C=N/NC(=S)NC2CC3CC2C2C=CCC32)c1O (centres undefined),-7%,0.7%,2%,61%,1%,
CC(=O)N1c2ccccc2Sc2ccccc21,-3%,i,4%,-3%,-13%,
O=C(CN1CCCC1)Nc1ccc(Cl)cc1C(F)(F)F,1%,0.2%,-2%,-6%,-8%,
CCn1cc(S(=O)(=O)CC(=O)Nc2ccc(OC)cc2)c2ccccc21,-7%,0.2%,-7%,6%,-10%,
C=CCN1C(=O)C2C(C(=O)NCc3ccccc3)C3C=CC2(O3)C1C(=O)NC(C)(C)C (centres undefined),-1%,0.9%,2%,5%,3%,
C=CC[C@@H](CC(=O)NCCO)C(=O)NC[C@H](OC(=O)[C@@H](CC=C)Cc1ccc(F)cc1)c1ccccc1,12%,3.8%,x,x,4%,
C(=N\n1cnnc1)/c1cccs1,-7%,i,4%,-9%,-12%,
CCCN(CC1CC1)c1nc(N)c(C#N)c(CC#N)c1C#N,1%,7.6%,16%,7%,-2%,
COc1ccc(NC(=O)C2CCCN(C(=O)c3ccc(Cl)cc3)C2)cc1Cl (centres undefined),2%,i,x,x,-4%,
COc1ccc(OC)c(-c2csc(N(C)C(=O)c3ccco3)n2)c1,3%,i,-2%,-5%,-8%,

# Grouped by structure: the entries above containing a CF3 group (2)
SMILES,M. tuberculosis HTS,VEEV TC-83 Vero,PhoP GFP inhibition,M. tuberculosis,influenza NS1A,others
Cc1onc(C(=O)Nc2ccc(OC(F)(F)F)cc2)c1[N+](=O)[O-],-2%,0.9%,4%,18%,4%,
O=C(CN1CCCC1)Nc1ccc(Cl)cc1C(F)(F)F,1%,0.2%,-2%,-6%,-8%,

# Gathered by group, the compounds so far with an aryl methoxy group (14)
SMILES,M. tuberculosis HTS,VEEV TC-83 Vero,PhoP GFP inhibition,M. tuberculosis,influenza NS1A,others
COc1ccc(C(=O)Nc2ccc(C(=O)Nc3cccnc3)cc2)cc1,2%,0.7%,-4%,12%,20%,
COc1cccc(CN(C)C(=O)c2ccc3nccnc3c2)c1,-2%,7.8%,7%,7%,4%,
COc1cnc(-c2ccccn2)nc1N(C)C,u,8.6%,9%,u,1.9µM*,
C=CC(=O)Nc1ccc(CN2C(=O)N(c3c(Cl)c(OC)cc(OC)c3Cl)Cc3cnc(NCCCCN(CC)CC)nc32)cc1,u,2.6%,x,u,23%,
COc1ccc(C(=O)Nc2nc(-c3ccc([N+](=O)[O-])cc3)c(-c3ccc(OC)cc3)s2)cc1,4%,0.2%,-9%,-15%,-6%,
COc1cc(CN2CC(C)CC(C)C2)cc([N+](=O)[O-])c1O (centres undefined),2%,i,-1%,14%,-2%,
COc1ccc(/C=C2\CN(Cc3ccccc3)C/C(=C\c3ccc(OC)cc3OC)C2=O)c(OC)c1,2%,6.2%,-3%,14%,-6%,
COc1cccc(CC2(CO)CCN(Cc3ccc(NC(C)=O)cc3)CC2)c1,-12%,1.2%,-12%,1%,-13%,
COc1ccc(Cl)cc1NC(=O)CN1CCc2ccccc21,2%,0.6%,-6%,1%,6%,
CCOC(=O)c1nnsc1NC(=O)Nc1ccc(OC)cc1,0%,0.7%,-6%,-1%,-9%,
COc1cccc(/C=N/NC(=S)NC2CC3CC2C2C=CCC32)c1O (centres undefined),-7%,0.7%,2%,61%,1%,
CCn1cc(S(=O)(=O)CC(=O)Nc2ccc(OC)cc2)c2ccccc21,-7%,0.2%,-7%,6%,-10%,
COc1ccc(NC(=O)C2CCCN(C(=O)c3ccc(Cl)cc3)C2)cc1Cl (centres undefined),2%,i,x,x,-4%,
COc1ccc(OC)c(-c2csc(N(C)C(=O)c3ccco3)n2)c1,3%,i,-2%,-5%,-8%,

# Compound activity from PubChem BioAssay.
